From PubChem BioAssay
OXTR potentiate: human OXTR potentiators, primary screen, fluorescence, CHO-OTR cells, Fluo-8 calcium; Oxytocin receptor (Homo sapiens), P30559; Fluo-8 calcium fluorescence, potentiator mode; 0% = oxytocin EC15, 100% = EC100; activation, % at 3 µM; 320,000 tested, 0.061% active;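 active = activation above that plate's cutoff, the mean activation of tested compounds plus 3 SD, cut at about 6.6% in these data, passing the limit was not always enough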;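 also: 100% uses oxytocin at 75 nM as the full agonist control; some results filed as inactive read as strong as hits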
Target sequence (P30559 whole entry, looked up): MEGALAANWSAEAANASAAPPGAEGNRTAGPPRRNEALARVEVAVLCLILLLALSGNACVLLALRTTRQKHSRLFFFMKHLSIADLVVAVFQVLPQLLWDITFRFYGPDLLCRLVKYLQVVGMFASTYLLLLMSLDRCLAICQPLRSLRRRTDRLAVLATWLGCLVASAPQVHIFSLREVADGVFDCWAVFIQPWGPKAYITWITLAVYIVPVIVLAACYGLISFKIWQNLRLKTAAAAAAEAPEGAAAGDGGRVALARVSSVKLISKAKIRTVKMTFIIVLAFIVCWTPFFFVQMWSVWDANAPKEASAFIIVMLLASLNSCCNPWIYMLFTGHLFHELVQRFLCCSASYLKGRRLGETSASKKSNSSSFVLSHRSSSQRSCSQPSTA
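System: human OTR in CHO cells; Also added: sub-maximal oxytocin, roughly EC15; Timing: compound 6 min at room temperature before oxytocin, 100 s read; Technique: Fluo-8 intracellular calcium fluorescence, ex 470-495, em 515-575 nm; Controls: oxytocin EC15 low and EC100 high; Replication: singlicate.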
MEKK2wt PB1 HTS: modulators of MEK5 binding to wildtype MEKK2, primary screen, biochemical, multiplex bead flow cytometry, Alexa488-MEK5 | Mitogen-activated protein kinase kinase kinase 2 (Homo sapiens), Q9Y2U5 | Alexa488-MEK5 binding to MEKK2 WT; actives lie on both sides | binding response (% of control), % at 10 µM | 290,000 tested, 1.1% active; in the data active = binding response below about 67% or above about 130%
OXTR agonist: human OXTR agonists, primary screen, fluorescence, CHO-OTR cells, Fluo-8 calcium. AID 2435, 2010. Fluo-8 calcium fluorescence; normalized: DMSO 0%, oxytocin 100%. activation, % at 3 µM. 320,000 tested, 0.32% active;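 active = activation above the mean of all tested compounds plus 3 SD, cutoff set per screening run, cut at about 20% in these data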;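 also: peak over basal fluorescence ratio from a 100 s FLIPR kinetic read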
GPR7 antag: GPR7 receptor antagonists, primary screen, cell-based, fluorescence, single concentration. GPR7-expressing cells, fluorescence antagonist assay. inhibition, % at 4.4 µM. 290,000 tested, 1.1% active. AID 1861, 2009; in the data active = inhibition above about 16%, passing the limit was not always enough;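 also: cells stimulated with the agonist NPW; 0% = agonist with vehicle and 100% = vehicle without agonist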
Target sequence (P48145 whole entry, looked up): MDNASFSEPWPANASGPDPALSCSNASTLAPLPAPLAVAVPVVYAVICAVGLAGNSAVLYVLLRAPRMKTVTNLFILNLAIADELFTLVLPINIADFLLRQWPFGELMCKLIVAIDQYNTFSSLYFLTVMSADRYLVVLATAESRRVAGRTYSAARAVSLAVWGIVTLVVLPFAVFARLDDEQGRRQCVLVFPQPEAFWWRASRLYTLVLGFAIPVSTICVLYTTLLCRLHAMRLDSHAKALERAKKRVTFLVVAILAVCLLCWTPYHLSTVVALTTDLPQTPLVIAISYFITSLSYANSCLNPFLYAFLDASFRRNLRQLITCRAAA
GalR3 antagonist: GalR3 antagonists in HEK293 cells, primary screen, cell-based, fluorescence readout; 360,000 tested, 0.44% active; inhibition, % at 3 µM; HEK293 GalR3-CNG cAMP membrane potential fluorescence; galR3 body fused to GalR1 C-terminus; Galanin receptor type 3 (Homo sapiens), O60755; AID 651719, 2012;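 active = inhibition above the screen-wide average plus 3 SD, cut at about 13% in these data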;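 also: forskolin and galanin both at EC90 stimulate the cells; cAMP rise reported by CNG channel membrane potential dye signal; 0% = forskolin plus galanin with DMSO and 100% = forskolin alone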
Target sequence (O60755 1-299 limits assumed): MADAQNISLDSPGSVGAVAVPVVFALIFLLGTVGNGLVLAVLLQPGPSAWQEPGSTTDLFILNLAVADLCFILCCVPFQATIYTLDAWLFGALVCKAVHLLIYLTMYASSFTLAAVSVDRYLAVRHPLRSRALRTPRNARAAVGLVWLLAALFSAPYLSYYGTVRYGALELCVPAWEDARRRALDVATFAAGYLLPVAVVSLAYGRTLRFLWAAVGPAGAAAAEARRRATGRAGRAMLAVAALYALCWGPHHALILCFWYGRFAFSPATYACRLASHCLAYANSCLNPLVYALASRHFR
M18AAP inhibitor: PfM18AAP inhibitors, malaria aminopeptidase, primary screen, biochemical, QFRET, recombinant enzyme; 290,000 tested, 1.2% active; inhibition, % at 7.35 µM; H-Glu-NHMec fluorogenic cleavage; M18 aspartyl aminopeptidase (Plasmodium falciparum 3D7);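 active = inhibition above the campaign mean inhibition over all tested compounds plus 3 SD, cut at about 28% in these data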;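 also: 0% = plate median of test compound wells and 100% = 2 mM ZnCl2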
V1R ag counter: agonists of human V1a receptor, primary screen, counter-screen for OXTR agonist project, fluorescence, CHO-V1R cells | Vasopressin V1a receptor (Homo sapiens), P37288 | Fluo-8 calcium fluorescence, agonist mode; 0% DMSO, 100% 3 nM vasopressin | activation, % at 3 µM | 320,000 tested, 0.25% active;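 active = activation above the mean activation of all tested compounds plus 3 SD, per screening run, cut at about 20% in these data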;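 also: signal is peak over basal fluorescence ratio across a 100 second FLIPR read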
NALP1 yeast inh: NALP1 inflammasome inhibitors in reconstituted yeast, colorimetric, S. cerevisiae, triplicate retest; S. cerevisiae NALP1/ASC/caspase-1 growth, X-gal OD620, 72 h; inhibition, % at 10 µM; 280,000 tested, 0.61% active; AID 2071, 2009; in the data active = inhibition mostly above about 24%, no sharp cut-off; inactive = mostly below about 32%; also: some compounds called inactive have numbers as strong as hits
MEKK2mut PB1 HTS: MEK5 binding signal on mutant MEKK2 PB1, primary screen, biochemical, multiplex bead flow cytometry, Alexa488-MEK5 | AID 1530, 2009 | Alexa488-MEK5 binding to MEKK2 mutant | 290,000 tested, 0.35% active | percent response, % at 10 µM; in the data active = percent response above about 24%, passing the limit was not always enough; also: inactives centre near 1; some results filed as inactive read as strong as hits
An asterisk follows results filed as active; / = no result given; & = joins results of further samples.

Molecule	OXTR potentiate	MEKK2wt PB1 HTS	OXTR agonist	GPR7 antag	GalR3 antagonist	M18AAP inhibitor	V1R ag counter	NALP1 yeast inh	MEKK2mut PB1 HTS
CCCCCC1(C(=O)OCC)CC(CSC(=N)N)OC1=O (stereo not drawn)	6	87	1.8	-4	-6	-4	0.6	-5	-10
COc1ccc(CCNC(=O)CN(C)S(=O)(=O)c2ccc3nc(C)sc3c2)cc1OC	-20	105	-2.5	7	-3	-5	-1.3	37	-2
NC(=O)NC(=O)CSc1nc(-c2ccccc2)c(-c2ccccc2)n1CC1CCCO1 (stereo not drawn)	-19	106	-2.4	-4	-4	5	-1.3	10	10
CCCNC(=O)COC(=O)c1ccc(-c2ccccc2)cc1	-15	99	4.4	10	-4	-2	4.7	13	-3
Cc1ccccc1NC(=O)c1sc2nc(N3CCOCC3)c3c(c2c1N)CCCC3	-9	88	-1.6	1	3	41*	-0.6	15	-10
O=C(c1ccccc1)c1c[nH]c(C(=O)NNc2cccc(Cl)n2)c1	-2	102	1.1	-4	-9	52*	0.5	-13	1
CCOc1ccccc1C(=O)N(CN1CCCC1=O)c1ccc(C)c(Cl)c1	-3	94	-0.5	-8	-5	0	-0.2	6	-1
Cc1cc(OCC(=O)NCCCN2CCCC2=O)c2c(C)cc(=O)oc2c1	-12	101	-0.9	-3	3	4	-0.1	22	-1
Cc1nc(C)c(C(=O)O)c(-c2ccsc2)c1C(=O)O	-3	102	0.3	-6	-6	-3	3.5	/	3
CC(OC(=O)CN1C(=O)c2ccccc2C1=O)C(=O)NCc1ccccc1 (stereo not drawn)	7	101	1.5	-10	-6	2	0.7	15	4
CCCCOc1ccc(C(=O)OC(C)CN(C)C)cc1 (stereo not drawn)	-3	/	2.4	2	-4	-9	2.6	12	/
CC(NO)C(C)(C)NO (stereo not drawn)	-7	100	0.9	-4	2	-5	1.4	3	1
CCc1ccccc1NC(=O)CN(C)C(=O)CN1C(=O)NC2(CCCCCC2)C1=O	3	98	0.0	-4	-8	5	0.7	7	5
CC(=O)c1ccc(-n2cc(-c3ccc(C(C)(C)C)cc3)[n+]3c2SCCC3)cc1	-8	136	0.1	-6	2	-1	0.4	2	18
COc1ccc(N2CC(C(=O)NCc3nnnn3-c3ccc(C)c(C)c3)CC2=O)cc1 (stereo not drawn)	2	103	-0.5	-21	-8	-3	0.2	-10	1
CCNc1ccc(S(=O)(=O)N(C)C)cc1[N+](=O)[O-]	-16	94	-1.2	2	-3	5	0.4	10	-10
COCCSc1ccccc1C(=O)N1CCc2ccccc2C1	-2	112	-0.7	1	-5	0	-1.2	-42	3
O=C(CSc1nnc(-c2ccncc2)n1CC1CCCO1)Nc1nccs1 (stereo not drawn)	-10	92	0.1	-13	1	3	-0.5	12	7
COCCNC(=O)CSc1nnc(-c2ccc(C)cc2)c(-c2ccc(C)cc2)n1	-27	88	-1.3	10	-8	2	0.8	6	-4
O=S(=O)(NCCC1=CCCCC1)c1cccc2nsnc12	/	102	/	-1	-3	0	/	4	8
CNC(=S)N/N=C/c1ccc(-c2cc([N+](=O)[O-])ccc2Cl)o1	-15	95	-2.5	-2	-4	2	-1.2	16	0
Cn1cc(C(=O)N2CCCC(Nc3ccc(F)cc3)C2)c2ccccc21 (stereo not drawn)	-8	99	2.0	1	-9	-1	6.6	-16	0
Cc1ccc2[nH]c3c(=O)n(CC(=O)N4CC(C)CC(C)C4)ncc3c2c1 (stereo not drawn)	-6	94	1.2	1	0	-4	5.3	7	-6
Cc1ccccc1SCC(=O)OCC(=O)NCc1ccccc1	-7	/	-1.4	/	-5	/	-1.5	/	/
O=C(NCCc1ccccc1)C1CCN(S(=O)(=O)N2CCOCC2)CC1	-4	103	0.9	12	-5	0	0.2	13	0

(list continues)
Molecule	OXTR potentiate	MEKK2wt PB1 HTS	OXTR agonist	GPR7 antag	GalR3 antagonist	M18AAP inhibitor	V1R ag counter	NALP1 yeast inh	MEKK2mut PB1 HTS
CN(CC(=O)NCc1cccs1)S(=O)(=O)c1cccc2cccnc12	-4	94	0.9	-8	2	0	1.0	-17	-1
CCCS(=O)(=O)N1CCN(C(=O)c2cc(OC)cc(OC)c2)CC1	0	101	-0.8	-10	2	-2	0.9	28	1
Cc1c(Cl)cnc(NC(=O)COC(=O)Cc2coc3ccc4ccccc4c23)c1Cl	-9	102	-2.2	9	3	1	1.2	/	0
Cc1ccc(OCC(O)CN2C(=O)NC(C)(C)C2=O)c(C)c1 (stereo not drawn)	-3	103	-0.5	-1	0	4	-0.2	8	2
O=S(=O)(c1ccccc1C(F)(F)F)N1C=CC(C(F)(F)F)=NCC1	/	95	/	-2	-4	-10	/	3	-5
O=C(c1cccc(S(=O)(=O)Nc2ccc(F)cc2)c1)N1CCOCC1	-5	/	0.5	/	-7	/	0.1	/	/
CCOc1ccc2nc(NC(=S)NCc3ccccc3)sc2c1	-10	98	0.1	4	-6	-62	2.4	6	-1
CCOc1ccc(NC(=O)c2ccccc2OCC(=O)c2ccccc2)cc1	-5	112	1.7	-8	-4	-3	-0.2	1	-2
O=S(=O)(Nc1ccc(-c2nc3cccnc3s2)cc1)c1cccs1	-6	97	-0.2	-14	/	8	2.3	/	5
O=C(NCc1cc(C(F)(F)F)ccc1Cl)c1cccc2c1C(=O)c1ccc(Cl)cc1S2(=O)=O	-4	/	0.5	/	-2	/	0.9	/	/
Cc1c(C(=O)OCC(=O)N(C)Cc2ccccc2)oc2ccccc12	-2	/	-1.8	/	-9	/	0.9	/	/
Nc1ccccc1SC1CC(=O)N(c2ccc3c(c2)OCO3)C1=O (stereo not drawn)	-8	103	-0.1	-12	-2	-4	2.8	/	4
CCC(C)(C)N=C(NC#N)Nc1cccnc1	-2	95&80	1.0	9	/	3	0.6	14	1&-13
CN(C)Cc1c(C(=O)N/N=C/c2cccc3ccccc23)nnn1-c1nonc1N	8	103	0.4	-13	-8	6	0.7	18	1
CC(NC(=O)c1ccc(C23CC4CC(CC(C4)C2)C3)cc1)C(=O)O (stereo not drawn)	-4	83	-0.3	-2	-5	3	0.6	0	-12
Cc1cc(Cl)c(S(=O)(=O)Nc2ccc3c(c2)OCO3)cc1OCC(N)=O	-13	105	0.5	-5	-4	0	0.9	7	7
Cc1ccc2oc(C(=O)NCC3CCOCC3)c(C)c2c1	0	108	0.3	-7	0	0	0.5	11	11
O=C(NCc1cccnc1)c1ccc([N+](=O)[O-])o1	1	87	0.2	2	-3	2	1.6	-14	-10
Cc1cc(C)c(C)c(OCCN2CCOCC2)c1	-2	109	0.3	-6	-4	-6	-0.6	/	7
CC1=C(C(=O)OC(C)C)C(c2ccc(F)cc2)NC(=O)N1 (stereo not drawn)	-3	98	-1.9	-6	2	0	-0.9	34	0
CSc1ncccc1C(=O)NCC(c1cccs1)N1CCOCC1 (stereo not drawn)	-3	/	0.3	/	16*	/	0.1	/	/
CC(C)(C)C(=O)Nc1ccc(C(=O)N/N=C/c2ccccc2OC(=O)c2ccccc2)cc1	-17	100	0.0	-2	1	0	1.4	2	0
Cc1ccc(S(=O)(=O)N2CCC(C(=O)N[C@@H](C)C(=O)NCc3ccco3)CC2)cc1	-1	97	0.4	3	4	-5	0.9	12	-4
CC(=O)Nc1ccc(S(=O)(=O)Nc2c(C)nn(-c3ccccc3)c2C)cc1	-4	96	2.8	-16	-2	4	3.7	-15	1
CC(=O)CN1C(=O)NC(c2ccccc2)(c2ccccc2)C1=O	-2	100	0.7	-8	-8	2	-0.1	-6	-1

The results go on.
Molecule	OXTR potentiate	MEKK2wt PB1 HTS	OXTR agonist	GPR7 antag	GalR3 antagonist	M18AAP inhibitor	V1R ag counter	NALP1 yeast inh	MEKK2mut PB1 HTS
CCn1c(=O)cc(OCC(=O)NCCCN2CCCC2=O)c2ccccc21	-3	101	1.2	-1	-9	-3	0.9	13	-1
CC(=O)c1cccc(NC(=O)C(Sc2ncnc3ccccc23)c2ccccc2)c1 (stereo not drawn)	-9	106	0.1	-9	2	3	-0.6	/	14
CN1CCN(c2ccc(C(F)(F)F)cc2NC(=O)c2ccco2)CC1	-3	119	1.9	-13	-4	0	5.8	18	11
CC(=O)NNC(=S)NC(=O)C(c1ccccc1)c1ccccc1	-5	85	2.0	-2	-5	4	1.5	6	-8
Cc1nc(N2CCC(C)CC2)c2c(C)c(C(=O)Nc3ccccc3C(F)(F)F)sc2n1	-14	92	-2.1	-17	-5	-10	-0.5	2	-6
CCOc1ccc(N2C(=O)c3cccnc3C2Nc2ccc(F)cc2)cc1 (stereo not drawn)	-2	100	-1.6	-4	-4	14	-0.2	16	0

Part of the list above, with values under each structure.
Under each structure: OXTR potentiate | MEKK2wt PB1 HTS | OXTR agonist | GPR7 antag | GalR3 antagonist | M18AAP inhibitor | V1R ag counter | NALP1 yeast inh | MEKK2mut PB1 HTS
- CSc1ncccc1C(=O)NCC(c1cccs1)N1CCOCC1 (stereo not drawn)
 : -3 | / | 0.3 | / | 16* | / | 0.1 | / | /
- CC(C)(C)C(=O)Nc1ccc(C(=O)N/N=C/c2ccccc2OC(=O)c2ccccc2)cc1
 : -17 | 100 | 0.0 | -2 | 1 | 0 | 1.4 | 2 | 0
- Cc1ccc(S(=O)(=O)N2CCC(C(=O)N[C@@H](C)C(=O)NCc3ccco3)CC2)cc1
 : -1 | 97 | 0.4 | 3 | 4 | -5 | 0.9 | 12 | -4
- CC(=O)Nc1ccc(S(=O)(=O)Nc2c(C)nn(-c3ccccc3)c2C)cc1
 : -4 | 96 | 2.8 | -16 | -2 | 4 | 3.7 | -15 | 1
- CC(=O)CN1C(=O)NC(c2ccccc2)(c2ccccc2)C1=O
 : -2 | 100 | 0.7 | -8 | -8 | 2 | -0.1 | -6 | -1
- CCn1c(=O)cc(OCC(=O)NCCCN2CCCC2=O)c2ccccc21
 : -3 | 101 | 1.2 | -1 | -9 | -3 | 0.9 | 13 | -1
- CC(=O)c1cccc(NC(=O)C(Sc2ncnc3ccccc23)c2ccccc2)c1 (stereo not drawn)
 : -9 | 106 | 0.1 | -9 | 2 | 3 | -0.6 | / | 14
- CN1CCN(c2ccc(C(F)(F)F)cc2NC(=O)c2ccco2)CC1
 : -3 | 119 | 1.9 | -13 | -4 | 0 | 5.8 | 18 | 11
- CC(=O)NNC(=S)NC(=O)C(c1ccccc1)c1ccccc1
 : -5 | 85 | 2.0 | -2 | -5 | 4 | 1.5 | 6 | -8
- Cc1nc(N2CCC(C)CC2)c2c(C)c(C(=O)Nc3ccccc3C(F)(F)F)sc2n1
 : -14 | 92 | -2.1 | -17 | -5 | -10 | -0.5 | 2 | -6
- CCOc1ccc(N2C(=O)c3cccnc3C2Nc2ccc(F)cc2)cc1 (stereo not drawn)
 : -2 | 100 | -1.6 | -4 | -4 | 14 | -0.2 | 16 | 0
